D1 antagonist = Antagonist of Human D 1 Dopamine Receptor: qHTS | HEK293 TREx D1 cells, calcium flux, dopamine EC80; active compounds read low | AID 504652, 2011 | activity change, negative = inhibition, % at 10 µM | hit rate 3.2% among 360,000; in the data active = activity change below about -30%; note: % is set by controls: 0 for no effect and ±100 for the full control effect
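Antagonism measured as reduced calcium response to an EC80 dopamine addition following 180 s compound pre-read; cells were inducible HEK293 Trex D1 plated overnight at 30 C, read kinetically at 1 cycle/sec.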
Vif-APOBEC3G blk = qHTS for Inhibitors of Vif-A3G Interactions: qHTS; Potency, µM (top dose mostly 46.1 µM), for the others: at the highest dose activity, negative = active, most hits filed as inhibitors; DNA dC->dU-editing enzyme APOBEC-3G (Homo sapiens), Q9HC16; hit rate 0.076% among 410,000; HeLa A3G-eYFP + Vif (tagged APOBEC3G with the HIV-1 protein that degrades it), YFP fluorescence, overnight;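 note: potency is the fitted concentration of half-maximal effect; % is set by controls: 0 for no effect and ±100 for the full control effect; nearly all actives have a fitted effect of over 60% in size; hits raise eYFP signal because A3G escapes Vif-driven loss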
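HeLa cells stably expressing Vif and C-terminally eYFP-tagged A3G, seeded overnight at 37 deg C, then exposed to compound by pintool overnight at 37 deg C. Rise in yellow fluorescence (Ex 488/Em 500-530, Acumen) marks blocked Vif-driven A3G degradation.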
Glioma ERSR ind = qHTS for Inducers of the Endoplasmic Reticulum Stress Response (ERSR) in Human Glioma: qHTS; hit rate 0.02% among 420,000; Potency, µM, for inactives: at the top dose activation, actives largely listed as activators; U87-MG GRP78 promoter luciferase reporter, 16 h; note: potency is the fitted concentration of half-maximal effect; series mostly up to about 76 µM; % of control where 0% means no effect; nearly all actives have a fitted effect of over 35% in size
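Stably transfected U87-MG human glioma cells carrying a GRP78-based luminescent sensor were seeded at 1000 cells/well, pin-dosed with compounds and incubated 16 h. Luciferase reagent was then added, and end-point luminescence was read after 10 min at room temperature.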
D1 agonist = Allosteric Agonists of the Human D1 Dopamine Receptor: qHTS; hit rate 1% among 360,000; activation, % at 2 µM; HEK293 T-REx D1 cells, calcium flux, agonist mode; D(1A) dopamine receptor (Homo sapiens), P21728; AID 504660, 2011; in the data active = activation above about 30%; note: 0% is about no effect
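Inducible HEK293 T-REx D1 cells, force-coupled to calcium signalling, were plated at 4000 cells/well with tetracycline and held overnight at 30 C. After no-wash calcium dye loading, compound-evoked calcium rise over 180 s flagged agonists.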
RXFP1 agonist = qHTS Assay for Agonists of the Relaxin Receptor RXFP1; Relaxin receptor 1 (Homo sapiens), Q9HBX9; hit rate 0.3% among 370,000; Potency, µM (series often up to 57.5 µM), for the others: at the highest dose activation, most hits filed as activators; HEK293T-RXFP1 cAMP TR-FRET, 30 min; response scale: percent of porcine relaxin response, buffer zero; note: potency is the fitted concentration of half-maximal effect; % is set by controls: 0 for no effect and ±100 for the full control effect; nearly all actives have a fitted effect of over 60% in size; many of its hits are not listed in these tables
Target sequence (Q9HBX9 whole entry, looked up): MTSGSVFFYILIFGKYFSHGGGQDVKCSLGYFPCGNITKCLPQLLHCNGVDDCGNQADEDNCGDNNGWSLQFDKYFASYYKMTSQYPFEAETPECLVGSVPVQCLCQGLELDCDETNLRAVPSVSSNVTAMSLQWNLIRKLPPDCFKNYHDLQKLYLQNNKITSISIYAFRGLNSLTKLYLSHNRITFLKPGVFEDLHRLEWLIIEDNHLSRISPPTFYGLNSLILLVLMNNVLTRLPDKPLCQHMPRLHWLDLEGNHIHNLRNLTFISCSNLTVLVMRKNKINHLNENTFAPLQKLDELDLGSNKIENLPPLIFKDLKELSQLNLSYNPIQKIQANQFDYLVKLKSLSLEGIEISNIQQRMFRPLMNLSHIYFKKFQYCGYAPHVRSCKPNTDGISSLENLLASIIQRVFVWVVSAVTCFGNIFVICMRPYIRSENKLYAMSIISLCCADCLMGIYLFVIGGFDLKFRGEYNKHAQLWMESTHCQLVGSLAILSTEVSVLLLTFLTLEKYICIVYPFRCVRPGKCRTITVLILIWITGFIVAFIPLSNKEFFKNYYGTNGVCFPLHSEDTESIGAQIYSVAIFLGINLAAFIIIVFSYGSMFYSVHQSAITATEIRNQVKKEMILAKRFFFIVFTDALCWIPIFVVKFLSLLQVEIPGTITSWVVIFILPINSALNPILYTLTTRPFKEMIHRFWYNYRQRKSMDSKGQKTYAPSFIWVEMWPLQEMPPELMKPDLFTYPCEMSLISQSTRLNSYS
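cAMP rise read by TR-FRET after 30 min, 37C compound exposure (up to 58 uM) in RXFP1-transfected HEK293 cells with Ro 20174 present. EC50 from Hill-equation fits, with 29 nM porcine relaxin as 100% and buffer as basal.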
D2 PAM = HTS Assay for Positive Allosteric Modulators of the Human D2 Dopamine Receptor: Primary Screen for Potentiators. HEK293 T-REx D2, calcium flux, EC20 dopamine potentiation. hit rate 0.34% among 340,000. potentiation, % at 10 µM. AID 485347, 2010;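 active = potentiation over 3 SD above the plate norm, cut at about 30% in these data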; note: 0% is about no effect
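Using a no-wash calcium dye in inducible, force-coupled HEK293 Trex cells expressing D2, we tracked fluorescence each second for 180 s after compound, then for 180 s after EC20 dopamine to detect augmented signalling.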
Vif-APOBEC3F blk = qHTS for Inhibitors of Vif-A3F Interactions: qHTS | HeLa A3F-eYFP + Vif (tagged APOBEC3F with the HIV-1 protein that degrades it), YFP fluorescence increase | hit rate 0.2% among 390,000 | Potency, µM (series often up to 46.1 µM), inactives show top-dose activity, negative = active; note: potency is the fitted concentration of half-maximal effect; % of control where 0% means no effect; nearly all actives have a fitted effect of over 65% in size
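HeLa cells stably expressing Vif plus C-terminally eYFP-tagged A3F were seeded, incubated overnight at 37 deg C, dosed with compound, incubated overnight again at 37 deg C. Yellow fluorescence (Ex 488/Em 500-530) reported blocked Vif-mediated A3F-eYFP degradation.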
D1 PAM = Potentiators of Human D1 Dopamine Receptor: qHTS. D(1A) dopamine receptor (Homo sapiens), P21728. HEK293 TREx D1 cells, calcium flux, dopamine EC20 potentiation. potentiation, % at 10 µM. hit rate 0.036% among 360,000. AID 504651, 2011; in the data active = potentiation above about 30%; note: 0% is about no effect
LDHA inh = qHTS assay for inhibitors of human lactate dehydrogenase; L-lactate dehydrogenase A chain (Homo sapiens), P00338; purified LDHA, NADH/diaphorase-resazurin fluorescence; active compounds read low; activity change, % (values are at about 110 or 230 µM); hit rate 0.15% among 480,000; AID 1347041, 2019; in the data active = activity change below about -30%; inconclusive = mostly about -25% to -30%;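 note: plate controls were DMSO wells for no effect and wells without enzyme for full effect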
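Remaining NADH was detected by diaphorase (0.133 mg/mL) converting 37 µM resazurin to fluorescent resorufin, read at 0 and 20 minutes. The preceding 5-minute room-temperature reaction used 2 nM LDHA, 0.2 mM sodium pyruvate and 0.06 mM NADH at pH 7.4.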
Active calls of the source: *; ? = inconclusive; . = not tested or not shown; & = joins results of further samples. Unless noted, calls come from the whole dose curve; as a rule, active = well fitted curve in the direction sought with a large enough effect; inconclusive = small, poorly fitted or top-dose-only effect, or another doubt; inactive = no such curve, though single readings can be large; an effect the other way counts as inactive or inconclusive.

Values run as follows: D1 antagonist	Vif-APOBEC3G blk	Glioma ERSR ind	D1 agonist	RXFP1 agonist	D2 PAM	Vif-APOBEC3F blk	D1 PAM	LDHA inh
> CC(=O)NC(CCS(C)(=O)=O)C(=O)Nc1cccc2ccccc12 (centres undefined)
→ -2	-5%	-4%	-2	1.6%	-1	1%	5	6
> C=CCN(CC=C)C(=O)Cn1cnc([N+](=O)[O-])n1
→ 4	-1%	-4%	3	-0.1%	7	-1%	2	14
> CC1(C)CC(O)C(CCC(O)c2ccccc2)C(C)(C)N1 (centres undefined)
→ 3	-1%	6%	3	1.4%	0	.	-1	-5
> O=C(COc1ccc(-c2ccccc2)cc1)NNC(=O)Nc1ccc(F)cc1F
→ -15	-6%	-5%	2	1.6%	-2	0%	-2	-3
> O=C1NC(=O)/C(=C\c2ccccc2OCc2cccc([N+](=O)[O-])c2)N1
→ -6	-9%	-5%	1	-0.4%	-1	-1%	2	-1
> CC(Sc1nc2sccc2c(=O)n1-c1ccccc1)C(N)=O (centres undefined)
→ -9	-4%	-4%	5	4.0%	-9	-1%	4	0
> Cn1c(CNC(=O)c2ccco2)nnc1SCC(=O)c1ccc(F)cc1
→ -1	1%	-4%	2	-2.3%	-7	3%	6	-9
> O=C(N/N=C/c1ccc[nH]1)c1ccc(Cl)cc1
→ 0	-5%	1%	-1	0.5%	-9	?	-1	8
> CC(C)C1C(=O)N(Cc2cn(CCC3OCCO3)nn2)CCS(=O)(=O)N1Cc1ccc(-c2ccccc2)cc1 (centres undefined)
→ .	0%	-3%	.	.	.	2%	.	-4
> CCCOC(=O)c1cccc(NC(=O)CSc2nnc3cc(C)c4ccccc4n23)c1
→ 9	3%	-5%	-1	-0.6%	18	1%	0	-9
> CCC1CCCCN1c1nc(-c2cccc(OC)c2O)nc2ccccc12 (centres undefined)
→ 36	-1%	-2%	0	0.3%	20	-3%	9	1
> CSc1ccccc1OCc1cc(C(=O)NCc2cccc(C)n2)no1
→ -5	1%	?	2	-2.9%	5	1%	-9	-3
> CCOc1ccc(C(=O)NC(=S)Nc2ccc(NC(=O)C(C)C)cc2)cc1[N+](=O)[O-]
→ -39*	1%	-7%	2	-1.2%	-4	7%	-5	-6
> O=C(O)c1nc(NCCc2ccccc2)ncc1Cl
→ -4	1%	-4%	-1	3.5%	-5	0%	-1	-3
> COc1ccc(-c2nc(NC(=O)C3CC(=O)N(Cc4ccco4)C3)sc2C)cc1 (centres undefined)
→ -20	-8%	-1%	1	-0.5%	10	-5%	-7	-8
> O=C(/C=C/Nc1ccc(F)cc1Br)c1ccccc1
→ -5	-6%	-14%	4	-0.1%	1	-8%	3	-9
> Clc1cccc(Oc2cnc3ccccc3n2)c1
→ 3	0%	3%	0	0.9%	1	-2%	1	-6
> CC(C)(C)C(=O)N1CCC(O)(CS(=O)(=O)Cc2ccc(Cl)cc2)CC1
→ -11	1%	-1%	9	1.3%	2	-3%	-4	0
> COc1cc(CC(=O)Nc2ccccc2N2CCOCC2)cc(OC)c1OC
→ -15	3%	-2%	1	-0.4%	10	-19%	-4	-4
> COc1cccc(N=c2oc3c(C)ncc(CO)c3cc2C(=O)Nc2ccccc2OC)c1
→ 1	.	.	2	0.4%	9	.	0	.
> O=C1CC(c2ccc(Cl)cc2)CC(O)=C1C=NCc1ccc(Cl)c(Cl)c1 (centres undefined)
→ .	-12%	-5%	-1	-1.6%	4	-19%	-1	-3
> [O-]/[N+](=C\c1ccccc1)c1ccccc1
→ .	5%	4%	-1	1.0%	11	-1%	-4	-16
> CCOc1ccccc1NC(=O)c1ccc2nc[nH]c2c1
→ -17	2%	0%	1	-2.0%	.	3%	-5	5
> Cc1cccc(C(=O)NCCc2csc(C)n2)c1
→ -85*	1%	-1%	-1	3.4%	-1	-4%	-9	0
> N#Cc1ccc(C(=O)Nc2nnc(-c3ccco3)o2)cc1
→ -12	-1%	5%	1	-0.2%	3	5%	-5	6
> CCCOC(=O)c1c(NC(=O)C2CCCO2)sc(C(=O)OC)c1C (centres undefined)
→ 4	0%	-3%	1	-0.8%	14	-10%	-2	-11
> CN(C)C(CNC(=O)CSc1nc2ccccc2c(=O)n1Cc1ccco1)c1ccccc1 (centres undefined)
→ -1	0%	-3%	1	-0.1%	0	-20%	5	0
> O=C(Cc1ccccc1)c1c[nH]c(C(=O)NCc2ccncc2)c1
→ -10	0%	-3%	3	0.2%	.	-1%	-1	-5
> CC(Cc1ccccc1)C(=O)N(C)Cc1ccccc1 (centres undefined)
→ -6	3%	-6%	-3	1.0%	-1	0%	-4	3
> COc1ccc(-c2c3c(cc4ncn(Cc5ccccc5)c24)COC3=O)cc1
→ .	-3%	-2%	-5	1.6%	-12	-2%	-7	0
> CCCCn1c(=NC(=O)c2cc3ccccc3o2)c(C(=O)OCC)cc2c(=O)n3ccccc3nc21
→ -7	0%	0%	0	-1.8%	19	-2%	0	-4
> C[C@@H]([C@H](O)c1ccccc1)N(C)C(=S)Nc1ccccc1
→ 1	-1%	2%	1	0.4%	-5	4%	4	-6
> Cc1ccc(S(=O)(=O)c2c(C)nn(C(C)(C)C)c2OC(=O)C(C)(C)C)cc1
→ -4	-1%	1%	8	-0.7%	4	1%	5	1
> Cc1ccc(C)c(NS(=O)(=O)c2cc3c(cc2C)n(C)c(=O)c(=O)n3C)c1
→ 0	-3%	-4%	0	7.9%	-11	4%	4	-2
> O=C(c1ccc(Cl)c(S(=O)(=O)N2CCCCCC2)c1)N1CCCCC1
→ 23	7%	7%	7	3.0%	.	-21%	3	-1
> CCCC1=C(C(=O)OCC)C(c2cc(Cl)cc(OC)c2OCc2ccccc2)NC(=O)N1 (centres undefined)
→ 27	3%	-3%	3	0.1%	4	-1%	-4	3
> O=C(CSc1nccn1Cc1ccco1)Nc1ccccc1C(F)(F)F
→ -20	-1%	6%	5	0.1%	1	1%	-1	-4
> O=C(Nc1cccnc1)C1CCCN1S(=O)(=O)c1ccc(Cl)c(Cl)c1 (centres undefined)
→ 5	-1%	-2%	1	0.2%	-13	-9%	-2	-14
> Cc1sc2c(c1C)c(=O)n(Cc1ccccc1)c(=O)n2Cc1ccc(F)cc1
→ -4	.	.	-3	0.7%	.	.	1	-3
> CCOC(=O)CC1(NC(=O)C2CCC(=O)N(Cc3ccccc3F)C2)CCCCC1 (centres undefined)
→ -15	-1%	7%	0	-0.3%	-2	-2%	-2	-4
> Cc1ccc(C2CC(=O)C=C(NCC(C)C)C2)cc1 (centres undefined)
→ -10	-1%	-2%	3	1.5%	-5	4%	-5	-3
> Cc1ccccc1Cn1c(Oc2ccccc2F)nc2c1c(=O)n(C)c(=O)n2C
→ 4	2%	-5%	2	-0.6%	-6	2%	0	5&8
> CN(C)CCn1ccc(O)c(Cc2ccc(Cl)cc2)c1=O
→ -6	0%	7%	2	0.3%	-3	3%	-1	-5
> COc1ccc(Br)cc1C(=O)NCc1cccnc1
→ -17	-3%	-2%	7	-0.9%	-3	8%	6	-5
> CCc1ccc2oc(-c3ccc(OC)cc3)cc(=Nc3c(C)n(C)n(-c4ccccc4)c3=O)c2c1
→ -21	-6%	-12%	4	2.0%	-10	0%	-11	0
> Cc1cc(S(=O)(=O)N2CCN(CC(=O)N(C)Cc3ccccc3)CC2)ccc1Br
→ 13	0%	0%	0	-1.4%	19	2%	1	-3
> COc1cc(C(c2c(C)[nH][nH]c2=O)c2c(C)[nH][nH]c2=O)cc(OC)c1OC
→ 10	-2%	-3%	1	-0.4%	1	-9%	-2	10
> Cc1ccccc1Cn1c(=O)n(C)c(=O)c2sccc21
→ -4	-2%	0%	17	1.7%	27	4%	-1	-12
> COC(=O)C1=C[C@@H](C(=O)OC)[C@@H]2C3=C(C(=O)[C@@]2(C)NC(=O)c2ccccc2)[C@H](C)n2c(=O)n(C)c(=O)n2[C@@H]3C1
→ .	-1%	-2%	.	.	.	-5%	.	-8
> CCCOc1ccc(C(=O)N(Cc2ccc(Cl)cc2)Cc2ccco2)cc1
→ -11	.	.	25	0.0%	-25	.	-1	-1

Further records.
Values run as follows: D1 antagonist	Vif-APOBEC3G blk	Glioma ERSR ind	D1 agonist	RXFP1 agonist	D2 PAM	Vif-APOBEC3F blk	D1 PAM	LDHA inh
> Cc1ccc(Cl)cc1N(C)C(=O)c1sc2nc3n(c(=O)c2c1C)CCCC3
→ -4	-3%	-2%	0	0.1%	-7	11%	-5	-9
> NC(=O)c1cc(Cl)ccc1OCC(=O)NC1CC1
→ .	1%	-1%	.	.	.	0%	.	-10
> Cc1cccc(NC(=O)COc2ccccc2C(=O)NC(C)c2ccccc2)c1 (centres undefined)
→ -1	0%	-6%	0	-1.0%	-17	1%	-7	3
> CCOc1ccc(NC(=O)NCc2ccc3c(c2)OCO3)cc1
→ -1	6%	-1%	4	-2.4%	9	1%	-5	-3
> CCn1nnnc1-c1ccc(OC)c(S(=O)(=O)NCCc2ccccc2)c1
→ -11	-1%	-5%	2	0.8%	-12	-13%	-6	-2
> Cc1coc2c(C)c3oc(=O)c(CCC(=O)NCc4ccccn4)c(C)c3cc12
→ 12	0%	1%	4	-0.4%	-4	-3%	0	0
> O=C(O)c1ccc(/C=N/N2CCN(Cc3ccc(Cl)cc3)CC2)cc1
→ -5	-7%	-2%	2	-0.4%	-4	-3%	-2	-4

Bioassay records: PubChem BioAssay, National Center for Advancing Translational Sciences (NCATS)

A portion of the library; the hit share may differ from the screen's.
